Compound activity as filed in PubChem.
PfG6PD inh – PfG6PD (Plasmodium falciparum) enzyme inhibition; PfGluPho enzyme, NADPH resazurin-diaphorase fluorescence; inhibition, % at 20 µM; actives 0.78% (n = 350,000);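 active = inhibition reaching at least a set limit at 20 µM in the primary screen, cut at about 59% in these data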;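 also: 0% = DMSO wells with substrate and 100% = DMSO wells lacking glucose-6-phosphate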
ATG4B inhibitor – ATG4B (human) cysteine protease inhibition | Q9Y4P1 | ATG4B cleavage of LC3-PLA2, NBD-HPC fluorescence, 1 h | inhibition, % at 8.33 µM | actives 0.51% (n = 340,000) | AID 504462; in the data active = inhibition above about 40%
HKDC1 inhibitor – blocks human hexokinase HKDC1 activity; AID 493160; actives 0.16% (n = 340,000); Q2TB90; inhibition, % at 20 µM; recombinant HKDC1, G6PDH/diaphorase resazurin coupled fluorescence;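 active = inhibition above about 35% when tested at 20 µM, limit read from the data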;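 also: plate controls were DMSO wells with enzyme for no effect and DMSO wells lacking enzyme for full effect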
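Test system: recombinant HKDC1 (HK5) hexokinase enzyme, produced in-house / Doses: 20 µM test compound, 1% DMSO / Timing: 90 min, room temperature / Detection: G6PDH/diaphorase-coupled fluorescence, 1 mM NADP, 100 µM resazurin, 525/613 nm / Control set: DMSO wells with and without enzyme mix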
GRIN3A LBD mod – modulators (binders) of human NR3A ligand-binding domain. NR3A LBD differential scanning fluorimetry, Tm shift; 0% = protein alone, 100% = glycine-bound protein. Tm shift relative to glycine control, % at 25 µM. actives 2.5% (n = 340,000);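 active = melting temperature shift of at least 10% of the positive control shift, at one fixed dose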
SENP7 block – inhibitors of human SENP7 protease. recombinant SENP7, Z-RLRGG-aminoluciferin luminescence, 40 min. inhibition, % at 5 µM. Q9BQF6. actives 1.5% (n = 330,000);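 active = inhibition above about 50% at the single test dose, limit read from the data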;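 also: plate controls were DMSO with enzyme for no effect and no enzyme buffer wells for full effect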
Target sequence (Q9BQF6 706-1050 limits assumed): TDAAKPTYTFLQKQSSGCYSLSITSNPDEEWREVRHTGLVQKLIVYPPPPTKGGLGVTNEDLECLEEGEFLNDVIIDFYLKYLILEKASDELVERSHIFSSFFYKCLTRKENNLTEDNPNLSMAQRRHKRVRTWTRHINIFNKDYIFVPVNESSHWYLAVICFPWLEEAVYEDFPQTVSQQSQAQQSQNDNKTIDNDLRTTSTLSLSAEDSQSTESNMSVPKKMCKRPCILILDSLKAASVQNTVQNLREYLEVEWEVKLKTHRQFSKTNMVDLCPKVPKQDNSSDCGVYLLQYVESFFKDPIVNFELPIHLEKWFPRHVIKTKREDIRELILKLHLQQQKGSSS
SENP8 block – blocks human SENP8 cleavage of Nedd8 substrate; Q96LD8; inhibition, % at 20 µM; recombinant SENP8, Nedd8 substrate fluorescence; actives 0.64% (n = 360,000); AID 602440; in the data active = inhibition mostly above about 40%, no sharp cut-off; inactive = mostly below about 27%
Target sequence (Q96LD8 whole entry, looked up): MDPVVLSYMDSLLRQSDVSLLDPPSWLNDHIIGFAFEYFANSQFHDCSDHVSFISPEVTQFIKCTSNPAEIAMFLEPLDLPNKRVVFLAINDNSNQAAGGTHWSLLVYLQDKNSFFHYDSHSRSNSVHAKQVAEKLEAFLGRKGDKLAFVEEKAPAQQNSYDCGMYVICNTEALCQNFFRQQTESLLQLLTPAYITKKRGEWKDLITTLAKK
MPTP inh – inhibitors of mitochondrial permeability transition pore. actives 1.4% (n = 360,000). inhibition, % at 10 µM. AID 602449. isolated mouse mitochondria, Ca2+ swelling absorbance, 30 min;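 active = inhibition of 50% or more, scaled per plate between neutral and stimulator controls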;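 also: 0% = DMSO wells given calcium and 100% = 1 mM EGTA wells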
SENP6 inh – inhibitors of human SENP6 protease; Recombinant SENP6 catalytic domain, aminoluciferin luminescence; AID 2599; Q9GZR1; actives 1.8% (n = 330,000); inhibition, % at 10 µM;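 active = inhibition above about 50% at the single tested dose, limit read from the data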;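 also: plate controls were DMSO wells with enzyme for no effect and DMSO wells lacking enzyme for full effect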
Target sequence (Q9GZR1 628-1112 limits assumed): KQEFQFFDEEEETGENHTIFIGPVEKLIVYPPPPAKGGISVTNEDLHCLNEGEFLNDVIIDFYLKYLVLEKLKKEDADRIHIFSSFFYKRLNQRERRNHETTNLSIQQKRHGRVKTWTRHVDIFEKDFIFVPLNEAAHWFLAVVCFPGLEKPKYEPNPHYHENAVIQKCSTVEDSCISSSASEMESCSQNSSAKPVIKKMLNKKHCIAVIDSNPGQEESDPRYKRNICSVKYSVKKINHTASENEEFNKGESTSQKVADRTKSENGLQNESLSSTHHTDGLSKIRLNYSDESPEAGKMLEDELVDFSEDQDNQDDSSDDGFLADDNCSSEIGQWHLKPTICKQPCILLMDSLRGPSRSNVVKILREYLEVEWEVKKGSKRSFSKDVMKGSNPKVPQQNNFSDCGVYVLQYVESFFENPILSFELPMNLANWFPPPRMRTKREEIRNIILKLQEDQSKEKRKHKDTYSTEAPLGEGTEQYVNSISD
Numbers without * were called inactive.

`O=C(O)C1=C[C@H](C2CC2)C[C@H](OCCCCO)O1` gave PfG6PD inh -10, ATG4B inhibitor -1, HKDC1 inhibitor -4, GRIN3A LBD mod 0, SENP7 block 0, SENP8 block 8, MPTP inh -1.3 and SENP6 inh -12.
For O=C1CCCN1CCCNc1ncccc1[N+](=O)[O-] the results were PfG6PD inh 2, ATG4B inhibitor 2, HKDC1 inhibitor -3, GRIN3A LBD mod 1, SENP7 block 4, SENP8 block 15, MPTP inh 1.9 and SENP6 inh -8.
`O=c1[nH]c2cc(C(F)(F)F)ccc2n1-c1cc(C(F)(F)F)ccc1O` gave PfG6PD inh -14, ATG4B inhibitor -3, HKDC1 inhibitor 9, GRIN3A LBD mod -2, SENP7 block 2, SENP8 block 6, MPTP inh 4.1 and SENP6 inh 6.
Screening CCCCCCCn1c(NC(=O)CC)nc2ccccc21 returned PfG6PD inh 27, ATG4B inhibitor 4, HKDC1 inhibitor -6, GRIN3A LBD mod -1, SENP7 block 2, SENP8 block 19, MPTP inh 3.0 and SENP6 inh -31.
Screening COc1ccc([N+](=O)[O-])cc1NC(=O)CCN1CCN(CCO)CC1 returned PfG6PD inh 4, ATG4B inhibitor -6, HKDC1 inhibitor -14, GRIN3A LBD mod -2, SENP7 block -9, SENP8 block 20, MPTP inh 0.0 and SENP6 inh -15.
Screening Cc1cc(Cl)ccc1OCC(=O)Nn1c(C)ccc1C returned PfG6PD inh -23, ATG4B inhibitor -8, HKDC1 inhibitor -1, GRIN3A LBD mod 4, SENP7 block -2, SENP8 block -9, MPTP inh -1.6 and SENP6 inh -8.
`COc1cccc(CCC(=O)N2CCC(n3nccc3NC(=O)CC(C)C)CC2)c1` gave PfG6PD inh 9, ATG4B inhibitor 1, HKDC1 inhibitor -7, GRIN3A LBD mod -1, SENP7 block 1, SENP8 block 11, MPTP inh -1.8 and SENP6 inh 1.
`N#Cc1c(OCC(=O)c2ccccc2)nc2c(c1-c1ccco1)CCc1ccccc1-2` gave PfG6PD inh 8, ATG4B inhibitor -8, HKDC1 inhibitor 6, GRIN3A LBD mod 1, SENP7 block 1, SENP8 block -260, MPTP inh 1.7 and SENP6 inh 4.
`COc1ccccc1-c1nnc(NC(=O)Cc2ccccc2)o1` gave PfG6PD inh 20, ATG4B inhibitor 15, HKDC1 inhibitor -4, GRIN3A LBD mod -1, SENP7 block 2, SENP8 block 6, MPTP inh -1.2 and SENP6 inh 5.
For CC(C)(C)OC(=O)C[C@H]1C/C=C\C[C@@H](CC(=O)N[C@H](CO)Cc2ccccc2)C(=O)NC[C@H](c2ccccc2)OC1=O the results were PfG6PD inh 11, ATG4B inhibitor -7, HKDC1 inhibitor -4, GRIN3A LBD mod -1, SENP7 block 6, SENP8 block 11, MPTP inh -1.1 and SENP6 inh 0.

Reprinted from the part before: three entries; new compounds follow.
`N#Cc1c(OCC(=O)c2ccccc2)nc2c(c1-c1ccco1)CCc1ccccc1-2` gave PfG6PD inh 8, ATG4B inhibitor -8, HKDC1 inhibitor 6, GRIN3A LBD mod 1, SENP7 block 1, SENP8 block -260, MPTP inh 1.7 and SENP6 inh 4.
`COc1ccccc1-c1nnc(NC(=O)Cc2ccccc2)o1` gave PfG6PD inh 20, ATG4B inhibitor 15, HKDC1 inhibitor -4, GRIN3A LBD mod -1, SENP7 block 2, SENP8 block 6, MPTP inh -1.2 and SENP6 inh 5.
For CC(C)(C)OC(=O)C[C@H]1C/C=C\C[C@@H](CC(=O)N[C@H](CO)Cc2ccccc2)C(=O)NC[C@H](c2ccccc2)OC1=O the results were PfG6PD inh 11, ATG4B inhibitor -7, HKDC1 inhibitor -4, GRIN3A LBD mod -1, SENP7 block 6, SENP8 block 11, MPTP inh -1.1 and SENP6 inh 0.
For Cc1ccc(NC(=O)/C=C\C(=O)NCC(=O)O)cc1C the results were PfG6PD inh -9, ATG4B inhibitor -10, HKDC1 inhibitor -7, GRIN3A LBD mod 3, SENP7 block -5, SENP8 block 12, MPTP inh -0.8 and SENP6 inh -19.
Screening Cc1ccc2c(c1)C1CN(C)CCC1N2C(=S)Nc1ccc(Cl)cc1Cl (stereo unspecified) returned PfG6PD inh 3, ATG4B inhibitor -9, HKDC1 inhibitor 4, GRIN3A LBD mod 5, SENP7 block 12, SENP8 block 15, MPTP inh 9.8 and SENP6 inh -8.
O=C(OCCn1cncn1)c1cc2ccccc2oc1=O was read as PfG6PD inh 6, ATG4B inhibitor 10, HKDC1 inhibitor 7, GRIN3A LBD mod 2, SENP7 block 1, SENP8 block -198, MPTP inh 2.8 and SENP6 inh 6.
`O=c1c2ccccc2ncn1Cc1ccc(Cl)c(Cl)c1` gave PfG6PD inh 6, ATG4B inhibitor -11, HKDC1 inhibitor -5, GRIN3A LBD mod 4, SENP7 block 4, SENP8 block 6, MPTP inh 0.2 and SENP6 inh -4.
`Cc1[nH]c2ccccc2c1/C=N/NC(=O)c1cccc(Br)c1` gave PfG6PD inh 19, ATG4B inhibitor -18, HKDC1 inhibitor 3, GRIN3A LBD mod 16*, SENP7 block 1, SENP8 block -19, MPTP inh 0.3 and SENP6 inh 3.
For Cc1ccccc1C(=O)NNC(=O)CSc1nc(-c2ccccc2)cc(=O)[nH]1 the results were PfG6PD inh -24, ATG4B inhibitor 2, HKDC1 inhibitor -3, GRIN3A LBD mod 0, SENP7 block -1, SENP8 block -4, MPTP inh -0.2 and SENP6 inh -1.
Screening Cc1ccc(NC(=O)Cn2cnc3sc(C(=O)NCc4ccco4)c(C)c3c2=O)cc1Cl returned PfG6PD inh -7, ATG4B inhibitor -9, HKDC1 inhibitor 1, GRIN3A LBD mod 5, SENP7 block 8, SENP8 block -1, MPTP inh -5.4 and SENP6 inh -3.
`CCOC(=O)Cc1csc(NC(=O)COc2cc(C)cc(C)c2)n1` gave PfG6PD inh -10, ATG4B inhibitor -2, HKDC1 inhibitor -8, GRIN3A LBD mod -11, SENP7 block 0, SENP8 block 7, MPTP inh -0.8 and SENP6 inh -10.
`CCOC(=O)c1c(C)[nH]c(C(=O)OCC(=O)N(C)c2c(N)n(Cc3ccccc3)c(=O)[nH]c2=O)c1C` gave PfG6PD inh -1, ATG4B inhibitor -18, HKDC1 inhibitor 1, GRIN3A LBD mod -1, SENP7 block 4, SENP8 block -17, MPTP inh -2.6 and SENP6 inh 1.
CCN(Cc1nc(-c2ccc(OC)c(OC)c2)no1)C(=O)c1ccoc1C was read as PfG6PD inh -5, ATG4B inhibitor 4, HKDC1 inhibitor -6, GRIN3A LBD mod 1, SENP7 block 4, SENP8 block 5, MPTP inh -1.0 and SENP6 inh -19.

Some of these compounds in order of SMILES length, lowest first:
Screening COc1ccc([N+](=O)[O-])cc1NC(=O)CCN1CCN(CCO)CC1 returned PfG6PD inh 4, ATG4B inhibitor -6, HKDC1 inhibitor -14, GRIN3A LBD mod -2, SENP7 block -9, SENP8 block 20, MPTP inh 0.0 and SENP6 inh -15.
`N#Cc1c(OCC(=O)c2ccccc2)nc2c(c1-c1ccco1)CCc1ccccc1-2` gave PfG6PD inh 8, ATG4B inhibitor -8, HKDC1 inhibitor 6, GRIN3A LBD mod 1, SENP7 block 1, SENP8 block -260, MPTP inh 1.7 and SENP6 inh 4.
Screening Cc1ccc(NC(=O)Cn2cnc3sc(C(=O)NCc4ccco4)c(C)c3c2=O)cc1Cl returned PfG6PD inh -7, ATG4B inhibitor -9, HKDC1 inhibitor 1, GRIN3A LBD mod 5, SENP7 block 8, SENP8 block -1, MPTP inh -5.4 and SENP6 inh -3.

(listing goes on)
`Nc1cc[n+](CC(=O)c2ccc3c(c2)OCCO3)cc1` gave PfG6PD inh -6, ATG4B inhibitor -7, HKDC1 inhibitor -5, GRIN3A LBD mod 3, SENP7 block -2, SENP8 block -5, MPTP inh 1.1 and SENP6 inh -7.
`O=C1CCCc2c1ccc1ccccc21` gave PfG6PD inh 25, ATG4B inhibitor -1, HKDC1 inhibitor 0, GRIN3A LBD mod 0, SENP8 block -66 and MPTP inh -0.3.
`Cc1cc(Cl)ccc1N(CC(=O)NCCSCc1ccco1)S(C)(=O)=O` gave PfG6PD inh 8, ATG4B inhibitor -5, HKDC1 inhibitor -4, GRIN3A LBD mod -1, SENP7 block 5, SENP8 block 12, MPTP inh -0.4 and SENP6 inh -8.
Screening Cc1cccc(C)c1NC(=O)C(=O)NCCOc1ccc(Cl)cc1 returned PfG6PD inh 6, ATG4B inhibitor -2, HKDC1 inhibitor 0, GRIN3A LBD mod 2, SENP7 block 1, SENP8 block 18, MPTP inh -0.4 and SENP6 inh -13.
For COc1cc(/C=C2\CC(C(C)(C)C)C/C(=C\c3cc(OC)c(OC)c(OC)c3)C2=O)cc(OC)c1OC (stereo unspecified) the results were PfG6PD inh 28, ATG4B inhibitor 0, HKDC1 inhibitor 7, GRIN3A LBD mod 0, SENP7 block 2, SENP8 block 21, MPTP inh 0.2 and SENP6 inh 1.
`CNC(=O)C(=O)NCCN1CCN(C(=O)c2ccc([N+](=O)[O-])cc2)CC1` gave PfG6PD inh 5, ATG4B inhibitor 8, HKDC1 inhibitor -11, GRIN3A LBD mod -1, SENP7 block 9, SENP8 block 10, MPTP inh 1.3 and SENP6 inh -9.
`CCOC(=O)n1c(=O)oc2cc(S(=O)(=O)N3CCOCC3)ccc21` gave PfG6PD inh -19, ATG4B inhibitor 2, HKDC1 inhibitor -5, GRIN3A LBD mod 0, SENP7 block 4, SENP8 block 8, MPTP inh -2.3 and SENP6 inh -4.
For COc1ccc(-c2nc(-c3ccc(Br)cc3)no2)c(OC)c1 the results were PfG6PD inh 3, ATG4B inhibitor -9, HKDC1 inhibitor -4, GRIN3A LBD mod 0, SENP7 block 48, SENP8 block 4, MPTP inh 0.6 and SENP6 inh -6.
Screening COc1ccc(/C=C/c2nnc(NC(=O)CSc3ccc(C)cc3)s2)cc1 returned PfG6PD inh -7, ATG4B inhibitor -6, HKDC1 inhibitor -4, GRIN3A LBD mod -2, SENP7 block -7, SENP8 block -371, MPTP inh 4.2 and SENP6 inh -6.
O=S(=O)(Nc1ccc(-n2cccc2)cc1)c1ccc(Cl)c(Cl)c1 was read as PfG6PD inh 1, ATG4B inhibitor -21, HKDC1 inhibitor 0, GRIN3A LBD mod 35*, SENP7 block 1, SENP8 block 8, MPTP inh 38 and SENP6 inh -14.
`O=C(CCNC(=O)c1ccc([N+](=O)[O-])cc1)Nc1cccc(S(=O)(=O)N2CCCCC2)c1` gave PfG6PD inh 8, ATG4B inhibitor -7, HKDC1 inhibitor -5, GRIN3A LBD mod -1, SENP7 block -6, SENP8 block 26, MPTP inh 3.6 and SENP6 inh -5.
For Cc1nn(-c2ccccc2)c(N2CCCC2)c1/C=N/O the results were PfG6PD inh -15, ATG4B inhibitor 9, HKDC1 inhibitor 2, GRIN3A LBD mod 0, SENP7 block -2, SENP8 block 14, MPTP inh 50* and SENP6 inh -4.
For CCCN1/C(=C(/C#N)C2=NS(=O)(=O)c3ccccc32)N(C)c2ccccc21 the results were PfG6PD inh -13, ATG4B inhibitor 7, HKDC1 inhibitor 14, GRIN3A LBD mod 0, SENP7 block 7, SENP8 block 10, MPTP inh -0.6 and SENP6 inh -4.
For O=C(Nc1cccs1)Nc1ccc(F)cc1F the results were PfG6PD inh 18, ATG4B inhibitor 0, HKDC1 inhibitor -5, GRIN3A LBD mod -4, SENP7 block 18, SENP8 block 10, MPTP inh 18 and SENP6 inh 11.
For O=C(CSc1ccsc1[N+](=O)[O-])N1CCN(c2ccccc2)CC1 the results were PfG6PD inh 25, ATG4B inhibitor 18, HKDC1 inhibitor -5, GRIN3A LBD mod -7, SENP7 block 9, SENP8 block 25, MPTP inh -0.4 and SENP6 inh 0.
Screening CN(C)CCNC(=O)c1ccc(Sc2ccc(Br)cc2)c([N+](=O)[O-])c1 returned PfG6PD inh 6, ATG4B inhibitor 6, HKDC1 inhibitor -1, GRIN3A LBD mod -3, SENP7 block -10, SENP8 block 29, MPTP inh 102* and SENP6 inh -33.
